Screening data as filed in PubChem.
VHR inh color – inhibitors of human VHR1 phosphatase (DUSP3) | P51452 | recombinant VHR phosphatase, colorimetric substrate read-out | inhibition, % at 20 µM | 0.7% of 50,000 active; in the data active means inhibition above about 60%; further: some results filed as inactive read as strong as hits
Target sequence (P51452 whole entry, looked up): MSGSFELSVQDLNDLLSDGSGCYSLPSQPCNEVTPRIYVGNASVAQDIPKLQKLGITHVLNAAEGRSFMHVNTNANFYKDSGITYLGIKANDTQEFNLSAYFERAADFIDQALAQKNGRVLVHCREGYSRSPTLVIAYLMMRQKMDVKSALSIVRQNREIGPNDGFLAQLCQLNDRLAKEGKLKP
Active calls of the source: *; & = joins results of further samples. This is a subset; the hit share may differ from the screen's.

SMILES | VHR inh color
O=C1N2CN(C3CCCCC3)CN=C2SC1(CO)CO | -16
O=C(CC1S/C(=N\N=C2/CCCc3ccccc32)NC1=O)Nc1ccccc1C(F)(F)F (centres undefined) | -8
Cc1nn(-c2ccc(Cl)cc2Cl)c2c1C(=O)CC(C)(C)C2 | 7
C=CCOc1ccc(/C=C/C(=O)c2cccc(Br)c2)cc1 | 4
COc1ccc(NC2=NC3(CCCCC3)N=C(N)N2)cc1 | 0
O=C(NCc1ccccn1)c1cc(-c2ccccc2)nc2ccccc12 | -2
COc1ccc(N2C(=O)c3ccccc3NC2c2ccc(OC)c(Cn3nc(C)c(Cl)c3C)c2)cc1 (centres undefined) | 3
CCOC(=O)c1ccc(N=CC2=C(O)CC(C)(C)CC2=O)cc1 | -1
O=S(=O)(Nc1ccc(Br)cc1)c1ccc(Cl)cc1 | -13
O=C(COc1ccccc1)Nc1ccc(Cc2ccncc2)cc1 | -14
CC1N(c2ccccn2)c2ccccc2N1c1ccccn1 | -1
O=C(Nc1ccc(-c2nc3ncccc3o2)cc1)c1cccc(OCc2ccccc2)c1 | 2
CCCCCOC(=O)C1=C(C)NC(=O)NC1c1ccccc1Cl (centres undefined) | -21
Cc1ccc(S(=O)(=O)N(CC(O)CN(CC(C)C)CC(C)C)c2cccc(C)c2)cc1 (centres undefined) | -12
Cc1ccc(/C=N/NS(=O)(=O)c2ccc(C)cc2)cc1 | -1
CCc1ccc(NC(=O)C(=O)NCc2ccc3c(c2)OCO3)cc1 | 5
COC(=O)c1cc(C(=O)Nc2nccs2)cc([N+](=O)[O-])c1 | -20
CCOC(=O)CCN1C(=O)/C(=C/c2ccccc2)SC1=S | -9
O=C(CCN1C(=O)/C(=C\c2cccs2)SC1=S)Nc1cccc(C(=O)O)c1 | -5
O=C(Cc1ccccc1)Nc1nc(-c2ccccc2)cs1 | -92
Cc1cc(C)n2nc(-c3cccc(F)c3)cc2n1 | 0
CC(=O)Nc1ccc(S(=O)(=O)NC(C)C2C3CC4CC(C3)CC2C4)cc1 (centres undefined) | -2
CCN(Cc1ccccc1)C(=O)c1cc(C(=O)OC)cc([N+](=O)[O-])c1 | -6
O=C1NN(c2ccc(Cl)c(Cl)c2)C(=O)/C1=C/c1cccc([N+](=O)[O-])c1 | 78*
CC(CNS(=O)(=O)c1ccccc1)c1ccccc1 (centres undefined) | -4
COc1ccc(N(CC(=O)N2CCCCC2)S(=O)(=O)c2ccccc2[N+](=O)[O-])c(OC)c1 | 2
COc1ccc(CCNC(=O)COc2ccc(Cl)cc2Br)cc1OC | 3
CCOC(=O)c1ccc(NC(=O)C(=O)NCc2ccc(C)cc2)cc1 | 21
CCCOc1cccc(-c2nnc(N)s2)c1 | 0
Cc1cc(C)cc(CSCC(=O)NCCSc2ccccc2)c1 | 4
Cc1onc(-c2ccccc2Cl)c1C(=O)Nc1ccc(C(C)C)cc1 | -23
CC1=C(C(=O)OCCc2ccccc2)C(c2ccccc2Cl)CC(=O)N1 (centres undefined) | -8
Clc1ccc(-c2csc3nc4ccccc4n23)cc1 | 3
CC1CCc2c(sc(NC(=O)c3cccc(Br)c3)c2C(N)=O)C1 (centres undefined) | -13
CC(C)C(=O)N1c2ccccc2C(N(C(=O)c2ccc([N+](=O)[O-])cc2)c2ccccc2)CC1C (centres undefined) | -10
COc1ccccc1CN1CCN(C(=O)c2ccc(-c3ccccc3)cc2)CC1 | 24

4 entries drawn at random from the list so far:
SMILES | VHR inh color
CCCOc1cccc(-c2nnc(N)s2)c1 | 0
CC(C)C(=O)N1c2ccccc2C(N(C(=O)c2ccc([N+](=O)[O-])cc2)c2ccccc2)CC1C (centres undefined) | -10
CC1CCc2c(sc(NC(=O)c3cccc(Br)c3)c2C(N)=O)C1 (centres undefined) | -13
Clc1ccc(-c2csc3nc4ccccc4n23)cc1 | 3

(further entries)
SMILES | VHR inh color
COc1ccc(CCNC(=O)CCc2ccccc2)cc1OC | -8
Cc1ccc(/C=C2\SC(=S)N(CCC(=O)OCCN(C)C)C2=O)cc1 | -7
Cc1nc(N)sc1C(=O)N/N=C/C=C/c1ccccc1 | 5
CC1CCN(C(=O)c2cccc(Cl)c2)CC1 | -23
COc1ccccc1C(O)C(F)(F)F (centres undefined) | 4
N#C/C(=C\c1cc([N+](=O)[O-])c(N2CCOCC2)cc1N1CCOCC1)c1nc2ccccc2[nH]1 | -8
CCCC(C)NC(=O)c1c(-c2c(Cl)cccc2Cl)noc1C (centres undefined) | 4
COc1cc(C)cc2oc(=O)c3c(c12)CCCC3 | -3
Cc1sc2nc(-c3ccc(C(C)C)cc3)[nH]c(=O)c2c1C | 3
C=CCOc1c(Cl)cc(/C=C2\C(=O)NC(=O)N(c3cc(C)cc(C)c3)C2=O)cc1OC | -12
COc1ccc(/C=C2\SC(=S)N(CCCC(=O)Nc3nccs3)C2=O)cc1 | -22
O=C(c1ccc(Cl)cc1)N(c1ccc(Cl)cc1)C1C=CS(=O)(=O)C1 (centres undefined) | -44
O=C(Nc1ccc2oc(-c3ccccc3F)nc2c1)C(Cl)(Cl)Cl | -22
CCc1ccc(N2C(=O)/C(=C/c3cc(Cl)c(OCC(=O)O)c(Cl)c3)C(=O)NC2=S)cc1 | 39
O=C(CCc1ccccc1)Oc1ccc(Cl)cc1 | -3
O=C1/C(=C/c2ccc(-c3ccc(Cl)cc3[N+](=O)[O-])o2)Sc2ccccc21 | -34
Nc1c(C(=O)C2CC2)sc2nc(-c3cccs3)cc(C(F)(F)F)c12 | -9
CCOC(=O)C1=C(O)/C(=C/c2ccc(OCC(=O)NCCc3ccccc3)cc2)N=C1C | -9
COc1ccccc1-c1coc2c(CN3CCOCC3)c(O)ccc2c1=O | 4
Brc1ccc(-c2cc(-c3ccccc3)nc(N/N=C/c3cccnc3)n2)cc1 | -9
CCOC(=O)C1(P(=O)(c2ccccc2)c2ccccc2)CCC1 | -8
CN1CCN(c2ccc3c4c(cccc24)C(=O)N(CCO)C3=O)CC1 | 13
C=CCN1C(=O)/C(=C\c2ccc(O)cc2)C(=O)NC1=S | 21
CCOC(=O)CNC(c1ccccc1)c1cc(Br)ccc1NC(=O)CN1CCOCC1 (centres undefined) | -18
Cc1ccc(NC(=O)C2CC(=O)N(c3cccc([N+](=O)[O-])c3)C2)cc1C (centres undefined) | -8
Cc1ccc(N2NC(=O)/C(=C/c3ccc(O)c(O)c3)C2=O)cc1C | 16
O=C(c1ccc(F)cc1)N1CCN(c2cccc(Cl)c2)CC1 | -29
C=CCOc1ccc(C=C2C(=O)NC(=S)NC2=O)cc1 | -12
Cc1cc(Br)cc(C)c1NC(=O)c1cc2ccccc2o1 | -14
C=CCC1(O)CC(c2ccc(C)cc2)NC(c2ccc(C)cc2)C1C (centres undefined) | 2
Clc1cc(Cl)c2c(c1)C=C1CCCCC1(N1CCCCC1)O2 (centres undefined) | 1
NS(=O)(=O)c1ccc(NC(=O)CCC(=O)O)cc1 | -4
O=C1NC(=S)NC(=O)C1=Cc1ccccc1OCCOc1ccccc1 | 5
CC(=O)c1c(C)oc2c1cc(O)c1c2c(-c2ccccc2)nn1-c1ccccc1 | 0
Cc1ccc(N(CC(=O)Nc2c(C)n(C)n(-c3ccccc3)c2=O)S(C)(=O)=O)cc1 | 1
COc1ccc(OC)c(C2/C(=C(\O)c3ccc(Br)cc3)C(=O)C(=O)N2c2ccccc2)c1 (centres undefined) | -10
NC(=O)C12CC3CC(C1)CC(C(N)=O)(C3)C2 | 3
CC(=O)C1=C(O)C(=O)N(CCN(C)C)C1c1ccccc1F (centres undefined) | -7
Cc1cc(Cn2ccnc2)c(C)cc1Cn1ccnc1 | -1
O=C(CCCC(=O)OCC(F)(F)C(F)F)Nc1nccs1 | -16
CCOc1cc(/C=C2\SC(=S)N(c3ccc(F)cc3)C2=O)ccc1O | 20
O=C1C2CC=C(Cl)CC2C(=O)N1CN(Cc1ccco1)CN1C(=O)C2CC=C(Cl)CC2C1=O (centres undefined) | 5
COc1ccc(OC)c(N(CC(=O)NCC(C)C)S(C)(=O)=O)c1 | 5
Cc1ccccc1OCC(=O)Nc1ccc(C(C)C)cc1 | -6
COc1ccccc1NCc1cccs1 | -7
O=C1CCCC2=C1C(c1ccc(F)cc1)Nc1ccccc1N2 (centres undefined) | -4
COc1ccc(/C=C/C(=O)Nc2ccc(Oc3ccccc3)cc2)cc1OC | 8
COc1ccccc1OCCCN1CCCC1 | -4
O=C(Nc1ccc([N+](=O)[O-])c(NC(=O)c2cccs2)c1)c1cccs1 | 1
O=C(CN(c1ccccc1)S(=O)(=O)c1ccccc1[N+](=O)[O-])Nc1ccccc1 | -4
O=C(N/N=C/c1ccc[nH]1)c1ccccc1[N+](=O)[O-] | -14
N/C(=N\OC(=O)c1ccc(Cl)c([N+](=O)[O-])c1)c1ccccc1 | -33
Cc1ccc(C)c(OCCCCN2CCOCC2)c1C | -1
COC(=O)c1ccc(/C=C2\C(=O)NC(=S)N(c3ccc(Br)cc3C)C2=O)cc1 | 9
Cc1cccc(/C=N\Nc2nnc(-c3ccccc3)c(=O)[nH]2)c1 | -13
O=C(N/N=C/c1cccs1)c1cc(-c2ccc(Cl)cc2)n[nH]1 | -3
COc1ccc(/C=C2\SC(=S)N(CCC(=O)Nc3ccccc3C)C2=O)cc1OC | 10
CCOP(=O)(CN(C)S(=O)(=O)c1ccc(C)cc1)OCC | 2
C/C(=N\NC(=O)c1ccncc1)c1ccc(C)cc1 | -13
COc1cc(NC(C)=O)c(OC)cc1Cl | -11

Compounds above containing a furan ring, fused or not:
SMILES | VHR inh color
O=C1/C(=C/c2ccc(-c3ccc(Cl)cc3[N+](=O)[O-])o2)Sc2ccccc21 | -34
Cc1cc(Br)cc(C)c1NC(=O)c1cc2ccccc2o1 | -14
CC(=O)c1c(C)oc2c1cc(O)c1c2c(-c2ccccc2)nn1-c1ccccc1 | 0
O=C1C2CC=C(Cl)CC2C(=O)N1CN(Cc1ccco1)CN1C(=O)C2CC=C(Cl)CC2C1=O (centres undefined) | 5

(cont.)
SMILES | VHR inh color
CCOC(=O)c1c(NC(=S)NC(=O)c2ccccc2)sc2c1CCC(C)C2 (centres undefined) | -37
COc1ccc(Br)cc1C(=O)Nc1ccc2nn(-c3ccccc3)nc2c1 | 7
CC12CNCC(C)(CN(Cc3ccc(Br)cc3)C1)C2 | -29
Cc1c([N+](=O)[O-])cc2[nH]c(=O)c(=O)[nH]c2c1[N+](=O)[O-] | -24
CCOC(=O)C(C(=O)OCC)c1ccccc1 | -4
O=C(CSc1ccccn1)Nc1ccc(F)cc1 | -6
Cc1ccc(NC(=O)COc2ccccc2)cc1[N+](=O)[O-] | 5
CN1CCN(CCOCCOc2ccccc2)CC1 | -4
Cc1ccsc1/C=C1\SC(=S)N(C(C)c2ccccc2)C1=O (centres undefined) | 3
O=C1CCC(C23CC4CC(CC(C4)C2)C3)=NN1 | 4
COc1cccc(N(CC(=O)Nc2ccccc2Cl)S(=O)(=O)c2ccccc2)c1 | -32
CC1=C(C(=O)Nc2cccc(Cl)c2C)C(c2cccc([N+](=O)[O-])c2)NC(=O)N1 (centres undefined) | 16

Structural class, the entries above containing an NH in an aromatic ring
SMILES | VHR inh color
N#C/C(=C\c1cc([N+](=O)[O-])c(N2CCOCC2)cc1N1CCOCC1)c1nc2ccccc2[nH]1 | -8
Cc1sc2nc(-c3ccc(C(C)C)cc3)[nH]c(=O)c2c1C | 3
O=C(N/N=C/c1ccc[nH]1)c1ccccc1[N+](=O)[O-] | -14
Cc1cccc(/C=N\Nc2nnc(-c3ccccc3)c(=O)[nH]2)c1 | -13
O=C(N/N=C/c1cccs1)c1cc(-c2ccc(Cl)cc2)n[nH]1 | -3
Cc1c([N+](=O)[O-])cc2[nH]c(=O)c(=O)[nH]c2c1[N+](=O)[O-] | -24

The listing picks up with the 7 entries that preceded the break.
SMILES | VHR inh color
O=C(CSc1ccccn1)Nc1ccc(F)cc1 | -6
Cc1ccc(NC(=O)COc2ccccc2)cc1[N+](=O)[O-] | 5
CN1CCN(CCOCCOc2ccccc2)CC1 | -4
Cc1ccsc1/C=C1\SC(=S)N(C(C)c2ccccc2)C1=O (centres undefined) | 3
O=C1CCC(C23CC4CC(CC(C4)C2)C3)=NN1 | 4
COc1cccc(N(CC(=O)Nc2ccccc2Cl)S(=O)(=O)c2ccccc2)c1 | -32
CC1=C(C(=O)Nc2cccc(Cl)c2C)C(c2cccc([N+](=O)[O-])c2)NC(=O)N1 (centres undefined) | 16
Cc1nnc(NC(=O)C(C)Oc2ccc(Cl)cc2Cl)s1 (centres undefined) | 5
COc1ccc(-n2sc3c(c2=S)-c2cc(C)ccc2N(C)C3(C)C)cc1OC | 12
COc1cc(C=C2C(=O)NC(=O)NC2=O)cc(Cl)c1OCCOc1ccccc1C | -8
Cc1cc(/C=C2\C(=O)NC(=O)N(c3ccccc3)C2=O)c(C)n1-c1cccc([N+](=O)[O-])c1 | -10
Cc1ccc(N2C(=O)CC(NCc3ccccc3)C2=O)cc1 (centres undefined) | 5
COc1ccc(C2N(c3ccccc3)CCN2c2ccccc2)cc1O | -2
O=C1NC(=S)N/C1=C/c1ccc(-c2ccc(F)c(Cl)c2)o1 | 19
O=C1c2ccccc2C(=O)C1(Nc1ccc(F)cc1)c1ccccc1 | 5
COc1cccc(CN2CCN(S(C)(=O)=O)CC2)c1OC | -13
CCc1ccc(C(=O)CSc2n[nH]c(-c3ccccc3)n2)cc1 | -6
C=CCc1cccc(/C=N/NC(=O)c2cc(C3CC3)[nH]n2)c1O | 23
CCOc1ccc(N(CC(=O)Nc2cccc(C(F)(F)F)c2)S(C)(=O)=O)cc1 | -12
O=C(Cc1cccs1)Nc1ccc(N2CCOCC2)cc1 | -14
COC(=O)c1ccc(C2Nc3ccc4ncccc4c3C3=C2C(=O)CCC3)cc1 (centres undefined) | 3
COc1ccc(N2C(=O)C3C4C=CC(C4=C(C)C)C3C2=O)cc1 (centres undefined) | 0
C#CCC(CC#C)(C(=O)OCC)C(=O)OCC | 3
CCOC(=O)/C(C#N)=C\c1cccc([N+](=O)[O-])c1 | -5
CCc1cccc(NC(=O)C(C)Oc2ccc(Cl)cc2Cl)c1 (centres undefined) | -2
CCOc1ccccc1NC(=O)C(=O)N/N=C/c1ccc(C)o1 | 10
CCOc1cc(C=O)cc(I)c1OCc1ccccc1Cl | -14
CN(C)c1ccc(/C=C/C(=O)C2C(=O)CCC2=O)cc1 | 4
COc1ccc(-n2c(=S)[nH]c3sc4c(c3c2=O)CC(C)(C)OC4)cc1 | -14&13
Nc1cc(-c2ccc(Br)cc2)nn1C1CCCCC1 | -2
